KOR beta-arrestin-1: KOR agonists, beta-arrestin recruitment, primary screen, cell-based, luminescence, uHTS (AID 1777); KOR beta-arrestin recruitment, luminescence; higher % means a stronger effect; activation, % at 10 µM; hits with a dose series show EC50 in µM; hit rate 0.02% among 280,000; in the data active = activation above about 50%, passing the limit was not always enough; note: a part of the inactive calls stands beside numbers as strong as those of hits
HEK293 NOD2/NF-kB: NOD2 signaling inhibitors, cell-based, luminescence, uHTS, HEK293 (AID 1566) | HEK293 NOD2/NF-kB luciferase reporter, luminescence; higher % means a stronger effect | one-dose inhibition, % at 4 µM; EC50 in µM for titrated hits | hit rate 0.63% among 290,000; note: many of its hits are not listed in these tables
MgcRacGAP inhibition: MgcRacGAP GTPase-activating activity inhibitors, confirmation, biochemical, ADP Hunter fluorescence; MgcRacGAP-stimulated Rac1 GTP hydrolysis, ADP Hunter fluorescence; higher % means a stronger effect; GST-tagged Rac1 F28L mutant substrate; one-dose inhibition, % at 30 µM; IC50 in µM for titrated hits; hit rate 0.6% among 340,000; AID 624330;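 active = first-screen hits whose inhibition reached a set limit at any dose in the follow-up dose series; inconclusive = inhibition above the set first-screen limit but never retested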;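 note: fluorescence reports GDP produced by GAP-driven GTP hydrolysis; strong numbers were not always called active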
NOD1 NF-kB reporter: NOD1 signaling inhibitors, primary screen, cell-based, luminescence, uHTS (AID 1578); NOD1-driven NF-kB luciferase reporter cells, luminescence; higher % means a stronger effect; inhibition, % at 4 µM; hits with a dose series show EC50 in µM; hit rate 1% among 290,000; in the data active = inhibition mostly above about 36%, no sharp cut-off; inactive = mostly below about 34%;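 note: HEK-293T reporter cells stimulated with the NOD1 agonist gamma-tri-DAP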
HIV peptide binding: inhibitors of HIV fusion peptide binding, primary screen, biochemical, uHTS, fluorescence dequenching (AID 1986) | cell-free peptide binding, fluorescence dequenching, 30 min; higher % means a stronger effect | one-dose inhibition, % at 20 µM; IC50 in µM for titrated hits | hit rate 0.3% among 290,000; in the data active = inhibition mostly above about 52%, no sharp cut-off; inactive = mostly below about 76%; note: some results filed as inactive read as strong as hits
GPR55 activation: GPR55 agonists via beta-arrestin recruitment, primary screen, imaging, U2OS cells, beta-arrestin-GFP redistribution (AID 1961); U2OS GPR55 beta-arrestin-GFP redistribution imaging; higher % means a stronger effect; one-dose activation, % at 10 µM; EC50 in µM for titrated hits; hit rate 0.048% among 290,000;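 active = activation above 40% with more than 50 cells counted in the well; inconclusive = wells holding fewer than 50 cells, flagged as toxic or sparse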;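 note: U2OS osteosarcoma cells stably expressing GPR55 and beta-arrestin-GFP; plate controls were DMSO negative control for no effect and LPI positive control for full effect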
SV40 large T antigen: TAg ATPase/helicase activity blockers – biochemical (AID 1903); SV40 large T antigen ATPase/helicase inhibition assay; higher % means a stronger effect; inhibition, % at 20 µM; hits with a dose series show IC50 in µM; hit rate 0.39% among 310,000; in the data active = a potency from the dose series; inconclusive = inhibition mostly from about 32% at the one dose, without a potency; inactive = the rest, 99 in 100 with inhibition below about 32%; note: strong numbers were not always called active
KOR beta-arrestin-2: kappa opioid receptor blockers – cell-based, luminescence, uHTS (AID 1778); KOR beta-arrestin recruitment, luminescence, antagonist mode; higher % means a stronger effect; inhibition, % at 10 µM, or IC50 in µM where a hit was titrated; hit rate 0.091% among 290,000; note: strong numbers were not always called active
GPR55 LPI antagonism: inhibition of LPI-stimulated GPR55 beta-arrestin translocation – imaging, U2OS, beta-arrestin-GFP, LPI agonist, primary screen (AID 2013) | inhibition, % at 10 µM; hits with a dose series show IC50 in µM | U2OS GPR55 beta-arrestin-GFP translocation imaging, LPI antagonism; higher % means a stronger effect | hit rate 0.13% among 290,000;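 active = spots per cell inhibited over 60%, with over 100 cells counted and total cytoplasm intensity under 500,000; inconclusive = wells with under 100 cells, flagged as likely toxic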;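 note: U2OS cells stably carrying GPR55 and arrestin-GFP stimulated by 5 µM LPI near EC80; imaged beta-arrestin-GFP aggregate spots per cell after agonist stimulation; plate controls were LPI-stimulated DMSO wells for no effect and DMSO wells without LPI for full effect; some results filed as inactive read as strong as hits; confirmed hits need IC50 under 10 µM and bright autofluorescent wells are also inconclusive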
Starred values were filed as active, the others as inactive; ? = inconclusive; . = not tested or not shown; [ ] = remark or other dose. Cut-off read from the data, not from the text of the source, unless noted: active = inhibition above about 50%; inactive = the rest. Only part of the results is shown; count on the stated rates, not on these rows.

SMILES	KOR beta-arrestin-1	HEK293 NOD2/NF-kB	MgcRacGAP inhibition	NOD1 NF-kB reporter	HIV peptide binding	GPR55 activation	SV40 large T antigen	KOR beta-arrestin-2	GPR55 LPI antagonism
COc1ccc(C(=O)N(C(C)C)C(C)C)c(OC)c1	1.2%	6.2%	2.1%	-5.0%	-1.7%	-0.1%	8.7%	7.2%	-6.1%
COc1ccc(NC(=O)Cn2c(=O)n(CC3CCCO3)c(=O)c3ccccc32)c(OC)c1 (configuration not stated)	4.4%	19.0%	-2.0%	16.2%	-1.9%	0.3%	13.3%	9.8%	2.0%
Cc1ccc(C)c(OCc2cc(C(=O)N3CCc4sccc4C3)no2)c1	5.2%	1.9%	4.8%	-41.8%	1.3%	0.3%	9.7%	-13.0%	13.0%
COc1ccc(-c2cnn3c(N)c(S(=O)(=O)C(C)(C)C)cnc23)cc1	9.0%	-8.0%	7.8%	3.4%	5.3%	0.2%	-0.4%	-25.7%	-5.4%
Cc1ccc(NC(=O)c2cccc(NC(=O)/C=C/c3ccco3)c2)cc1C	-1.8%	-43.9%	10.8%	-40.7%	5.6%	-0.3%	4.8%	29.6%	9.1%
Cc1cc(C)nc(Sc2nc(Nc3ccccc3)nc(Sc3nc(C)cc(C)n3)n2)n1	-0.1%	-11.6%	8.8%	12.5%	1.5%	?	6.4%	32.5%	-1.3%
Cc1ccc(Sc2c(C)nn(C(=O)C3CC3)c2C)cc1	-1.1%	22.3%	5.2%	28.2%	-0.5%	0.2%	8.1%	-31.6%	1.6%
Cc1cc(C)c(S(=O)(=O)N(C)CC(N)=O)c(C)c1	-0.4%	-4.6%	-1.4%	-9.8%	0.0%	-0.2%	-2.5%	-6.4%	-7.9%
CCCS(=O)(=O)c1ccc(COC(=O)c2cccc(NC(=O)C(C)C)c2)cc1	-4.4%	12.2%	-0.3%	-1.8%	-0.6%	0.2%	23.3%	-28.9%	10.7%
O=C(Cc1ccccc1F)OCC(=O)N1CCc2ccccc21	0.0%	6.9%	12.5%	-27.0%	-0.9%	0.7%	1.8%	-0.7%	-1.7%
N#Cc1ccc(C(=O)CSc2nnc(-c3ccc(C(F)(F)F)cn3)s2)cc1	-1.3%	2.7%	-0.3%	8.3%	0.3%	-0.4%	7.1%	-7.3%	10.3%
CC(=O)Oc1ccc(/C=C(\NC(=O)c2ccco2)C(=O)Nc2ccc(C(C)=O)cc2)cc1	-1.6%	3.5%	9.7%	-31.3%	-1.1%	-0.1%	10.6%	28.9%	-9.0%
Cc1ccccc1N1CCN(C(=O)c2ccccc2NC(=O)c2ccccc2C(=O)O)CC1	-1.9%	9.8%	2.4%	-42.6%	0.9%	0.1%	0.4%	0.4%	-3.6%
C=CCn1c(=O)c2ccccc2n2c(SCC(=O)Nc3sc(C(=O)N(CC)CC)c(C)c3C(=O)OCC)nnc12	4.4%	23.3%	14.6%	-17.9%	-0.6%	0.2%	10.5%	2.1%	2.0%
CCN(CCn1cccn1)Cc1nc(-c2ccc(C(=O)OC)cc2)no1	.	2.9%	.	10.5%	-0.1%	0.0%	0.2%	-20.3%[20 µM]	9.9%
O=C(CCC1CCCN(C(=O)Cn2cnnn2)C1)NCc1ccccc1F (configuration not stated)	0.9%	-11.3%	9.9%	-15.4%	0.8%	0.0%	3.9%	-12.8%	11.0%
S=C(NN=C1C2CC3CC(C2)CC1C3)Nc1ccccc1	-7.6%	4.4%	1.2%	1.4%	-4.5%	0.3%	-17.2%	-18.6%	6.3%
Cc1csc(SCC(=O)NC(=O)NC(C)C)n1	-4.9%	5.0%	-8.9%	-11.6%	-0.6%	-0.2%	11.0%	-0.9%	1.0%
Nc1nc(N2CCN(c3ccc(Cl)cc3)CC2)n[nH]1	-6.4%	25.0%	15.2%	-11.5%	0.3%	0.3%	6.7%	-26.7%[20 µM]	-5.8%
O=C(Nc1ccc(OCc2ccccc2)cc1)c1cccs1	0.5%	-94.3%	4.9%	-59.2%	-1.2%	0.6%	-3.4%	-0.5%[20 µM]	6.8%
Cc1ccc(/C=C/C(=O)NCCCN2CCN(CCCNC(=O)/C=C/c3ccc(C)cc3)CC2)cc1	3.2%	9.0%	2.1%	-3.2%	0.8%	0.3%	9.2%	15.7%	1.4%
CCCN(CCC)c1nc(N)c(C#N)c(CC#N)c1C#N	-2.4%	12.2%	9.0%	4.9%	0.9%	-0.1%	9.5%	-27.6%	7.6%
CN(C)C(=O)CCCc1nc(-c2ccc(Cl)cc2)no1	3.4%	-47.2%	7.3%	-54.8%	2.4%	-0.1%	-0.3%	19.0%	0.1%
CCCc1cc(=O)[nH]c(SCC(=O)c2cc(C)n(CC(F)(F)F)c2C)n1	1.6%	18.1%	6.2%	-4.6%	0.9%	0.0%	16.0%	32.6%	-0.8%
O=C(O)c1ccccc1C(=O)NCCc1c(C(=O)O)[nH]c2ccc(F)cc12	-0.2%	25.3%	12.1%	-3.9%	1.3%	-0.2%	18.7%	36.7%	-1.2%
Cc1ccc(S(=O)(=O)N2CC=C(c3ccc(F)cc3)CC2)cc1	6.7%	2.3%	6.9%	-7.2%	-0.3%	-0.2%	13.2%	3.5%	-8.2%
Cc1ccc(/C=N/n2cnc3sc(-c4ccccc4)cc3c2=O)o1	-4.5%	-21.9%	5.8%	-14.8%	-1.8%	-0.1%	13.3%	-0.7%	-7.8%
NS(=O)(=O)c1ccc(N/C=C\C(=O)c2ccc3ccccc3c2)cc1	-0.2%	-3.0%	8.1%	1.1%	1.5%	0.1%	6.3%	21.8%	1.5%
O=S(=O)(CCOc1ccccc1)N1CCOCC1	-1.4%	-4.5%	1.3%	-23.0%	-0.9%	-0.2%	5.2%	37.9%	5.3%
CCn1nnnc1SCC(=O)Nc1nc(C)c(C)s1	2.2%	-28.0%	-1.8%	-41.4%	1.9%	0.1%	5.2%	-15.1%	5.3%
CC(NC(=O)CCOc1ccccc1)c1ccccc1 (configuration not stated)	-3.7%	-1.4%	8.4%	-25.5%	-1.0%	-0.1%	-2.0%	20.1%	12.4%
COc1cc(C2CC(c3ccccc3)=NN2c2ccccc2)ccc1OCC(=O)O (configuration not stated)	-1.0%	-18.5%	11.9%	-28.8%	44.2%	0.9%	12.8%	-21.0%	-19.3%
O=C(NCc1ccccn1)NC1CCCCC1	3.5%	18.8%	3.7%	-18.0%	4.3%	1.4%	7.8%	-2.9%	52.7%
O=C(NC1CCCCC1)C1CCN(c2ncccn2)CC1	-4.6%	7.4%	-2.1%	-38.7%	-1.0%	-0.2%	19.9%	1.9%	24.6%
COc1ccccc1Cn1c(=O)oc2ccc(C)cc21	-5.5%	24.1%	9.5%	5.5%	0.8%	0.5%	2.3%	-50.9%[20 µM]	-1.5%
COc1ccc(CNC(=O)N2CCc3ccccc3C2)cc1Cl	-2.3%	39.8%	9.3%	8.7%	1.4%	0.5%	-7.0%	-7.2%	1.6%
Oc1c(C=Nc2ccccc2Cl)[nH]c2ccccc12	3.7%	-57.5%	10.0%	-14.5%	-0.4%	-0.1%	16.9%	-9.5%	-1.3%
COC(=O)CCCC(=O)N1CCCC(CCC(=O)NCc2ccc(F)c(F)c2)C1 (configuration not stated)	.	-43.2%	-4.4%	4.2%	-0.4%	-0.1%	25.3%	13.5%[20 µM]	6.0%
COc1ccc2nc3ccccc3nc2c1NC(=O)c1ccccc1Cl	-3.1%	2.9%	5.0%	-30.3%	-0.9%	0.4%	6.5%	-15.6%	2.8%
CCOc1ccc(OCC)c(NC(=O)CSc2nnc(Cn3cnc4ccccc43)n2C)c1	3.6%	10.4%	4.3%	-0.3%	0.1%	0.6%	6.2%	15.0%	6.8%
COC(=O)CCC(=O)OC1(C)C(=O)C2=COC(c3ccc(OC)cc3)=CC2=C(Br)C1=O (configuration not stated)	-0.8%	18.9%	.	-4.6%	43.0%	0.4%	50.8%	29.7%	13.7%
CCCOC(=O)C(=O)NNc1ccccc1	-4.1%	-57.2%	5.7%	-40.4%	0.8%	0.5%	4.5%	22.1%	10.5%
O=C(O)CCC1(CCC(=O)O)c2ccccc2-c2ccccc21	1.9%	-13.7%	7.0%	-17.6%	0.6%	-0.4%	8.7%	-29.2%[20 µM]	-7.1%
COc1cccc(-c2cc(C(=O)O)no2)c1	-3.2%	-8.7%	0.0%	-14.1%	-3.5%	0.3%	8.0%	9.4%	10.9%
N#Cc1nc(COc2ccc(F)cc2)oc1NCCCn1ccnc1	-7.8%	15.3%	2.4%	-7.7%	-1.9%	-0.2%	14.9%	14.3%	-21.4%
COc1ccc(C(=O)NCc2cc3ccccc3n2C)cc1	4.2%	-16.9%	3.9%	-19.2%	1.4%	-0.1%	7.7%	-20.7%[20 µM]	5.1%
Cc1[nH]n(-c2cccc3ccccc23)c(=O)c1/C=N/NC(=O)c1cccc([N+](=O)[O-])c1	6.9%	-89.3%	13.6%	-8.2%	7.1%	-0.2%	-2.1%	23.0%	-13.0%
Cc1ccc(S(=O)(=O)Nc2ccc(C(=O)NCc3ccncc3)cc2)cc1	-1.5%	13.7%	-1.6%	-17.0%	-0.8%	0.0%	-0.8%	30.1%	6.4%

High-throughput results from PubChem BioAssay.
